AHR activator: human AHR activation; AHR-responsive luciferase reporter cells, luminescence; AID 2796; activation, % at 5 µM; P35869; hit rate 2.5% among 320,000; in the data active means activation above about 47%;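 further: 0% = vehicle wells and 100% = reference agonist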
Target sequence (P35869 whole entry, looked up): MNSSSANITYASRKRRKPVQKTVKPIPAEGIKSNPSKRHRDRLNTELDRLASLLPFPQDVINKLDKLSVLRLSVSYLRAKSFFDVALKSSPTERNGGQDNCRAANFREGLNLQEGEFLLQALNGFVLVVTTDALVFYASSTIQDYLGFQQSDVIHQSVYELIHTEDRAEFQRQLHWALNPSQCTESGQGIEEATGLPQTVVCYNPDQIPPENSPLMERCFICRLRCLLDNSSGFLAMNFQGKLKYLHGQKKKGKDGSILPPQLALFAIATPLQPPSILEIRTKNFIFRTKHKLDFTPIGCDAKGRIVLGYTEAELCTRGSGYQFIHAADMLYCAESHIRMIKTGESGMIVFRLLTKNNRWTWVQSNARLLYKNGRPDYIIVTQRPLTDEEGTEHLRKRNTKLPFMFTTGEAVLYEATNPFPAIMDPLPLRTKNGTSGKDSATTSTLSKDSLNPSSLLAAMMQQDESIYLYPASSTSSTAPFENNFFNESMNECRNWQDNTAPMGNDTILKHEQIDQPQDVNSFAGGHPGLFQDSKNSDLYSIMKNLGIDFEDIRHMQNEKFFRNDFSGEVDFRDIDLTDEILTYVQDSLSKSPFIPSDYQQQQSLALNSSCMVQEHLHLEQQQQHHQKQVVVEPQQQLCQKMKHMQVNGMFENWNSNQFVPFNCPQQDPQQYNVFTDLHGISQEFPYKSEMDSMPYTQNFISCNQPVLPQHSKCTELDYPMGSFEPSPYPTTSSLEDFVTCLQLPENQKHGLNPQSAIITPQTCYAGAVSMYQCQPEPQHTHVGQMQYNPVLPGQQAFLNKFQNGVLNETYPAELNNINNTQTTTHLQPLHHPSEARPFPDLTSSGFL
AGP1-GFP MLPCN: alters AGP1-GFP fluorescence in TOR pathway yeast screen; hit rate 0.02% among 320,000; GFP response vs DMSO, % at 10 µM; S. cerevisiae AGP1-GFP multiplex flow cytometry, 3 h; GFP as percent of DMSO wells;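 active means GFP response relative to DMSO above a set limit, near screen average plus 3 SD, cut at about 150% in these data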;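 further: median GFP channel fluorescence of the gated AGP1 strain per well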
MEP2-GFP yeast: yeast TOR pathway MEP2-GFP modulation; S. cerevisiae MEP2-GFP strain, flow cytometry GFP, 3 h; 100% = DMSO control level; GFP response vs DMSO, % at 10 µM; hit rate 0.51% among 330,000; AID 2016;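 active means GFP response versus DMSO above a set limit, roughly screen mean plus 3 SD, cut at about 180% in these data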;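 further: median GFP fluorescence of the barcode-gated MEP2-GFP cells per well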
Efflux pump mplx: inhibitors of Candida antifungal efflux pumps expressed in yeast; hit rate 0.44% among 330,000; AID 485275; S. cerevisiae Candida pump triplex, Nile Red efflux; inhibition, % at 10 µM;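 active means plate passing quality check with inhibition over a set limit, or well fluorescence over plate mean plus 4 SD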;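 further: Nile Red retained in pooled yeast measured as flow cytometry median fluorescence; 0% = buffer negative control and 100% = Enniatin B positive control; higher means more Nile Red kept so more efflux inhibition; some compounds called inactive have numbers as strong as hits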
LAP4-GFP MLPCN: yeast TOR pathway LAP4-GFP modulation. S. cerevisiae LAP4-GFP multiplex, flow cytometry GFP, 3 h; median GFP as percent of DMSO wells. GFP response vs DMSO, % at 10 µM. hit rate 0.34% among 320,000;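 active means GFP response vs DMSO above a set limit, about the screen mean plus 3 SD, cut at about 150% in these data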
CR mimetic SO: lowers age-related superoxide in aged yeast cells | S. cerevisiae aged cells, superoxide DHE fluorescence; stronger effect = lower value | superoxide response (% of plate mean), % at 10 µM | hit rate 0.18% among 330,000;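 active means superoxide response under a set limit, about three screen SD below normal, cut at about 65% in these data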;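 further: yeast aged for seven days with compound at 30 °C before DHE staining; 100% = average MFI of all compound-treated wells on the plate with controls excluded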
RPL19A TOR yeast: modulators of TOR pathway RPL19A-GFP in S. cerevisiae | hit rate 0.3% among 330,000 | S. cerevisiae RPL19A-GFP strain, flow cytometry, 3 h; stronger effect = lower value | percent response vs DMSO, % at 10 µM;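 active means percent response vs DMSO below 50%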;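 further: median channel GFP fluorescence of the barcoded RPL19A-GFP strain; ratio of sample median GFP to plate DMSO average so 100% = DMSO; lower means less RPL19A-GFP as with rapamycin TOR inhibition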
CIT2-GFP yeast: yeast TOR pathway CIT2-GFP modulation | S. cerevisiae CIT2-GFP strain, flow cytometry, 3 h; 100 means same as DMSO wells | GFP response vs DMSO, % at 10 µM | hit rate 0.065% among 320,000 | AID 2029;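 active means GFP response relative to DMSO above a set limit, near the screen mean plus 3 SD, cut at about 150% in these data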;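 further: ratio of well median GFP fluorescence to mean of DMSO wells on the plate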
* hit, by the source's call; nt = no result given.

SMILES	AHR activator	AGP1-GFP MLPCN	MEP2-GFP yeast	Efflux pump mplx	LAP4-GFP MLPCN	CR mimetic SO	RPL19A TOR yeast	CIT2-GFP yeast
CCN(C(=O)c1cc2c(=O)[nH]c3ccc(C)cc3c2s1)c1ccccc1F	10	101	104	0.0	101	100	98	97
CC(C)c1ccc(NC(=O)C2CSC3(C)CCC(=O)N23)cc1 (configuration not stated)	-2	98	110	-0.1	99	102	105	100
O=C(Nc1cccc2c1C(=O)NC2=O)c1cccc(N2C(=O)CCC2=O)c1	44	109	103	-0.1	101	103	101	111
Cc1ccc(NC(=O)CSc2ncn[nH]2)c([N+](=O)[O-])c1	-1	103	105	-0.1	96	129	102	103
O=C(Nc1ccc(-n2cnnn2)cc1)C1CCC1	-2	103	105	0.0	103	102	97	100
COc1cc(OC)nc(NC2OC(=O)c3ccccc32)n1 (configuration not stated)	-1	101	105	0.0	98	100	99	104
CC(C)(C)N1CSC(=S)N(Cc2ccccc2)C1	0	109	124	0.2	109	99	103	114
CCOc1ccc(N2CC(C(=O)OCC(=O)NCc3ccccc3)CC2=O)cc1 (configuration not stated)	0	96	95	0.0	98	108	94	97
NC(=S)N/N=C\c1ccccc1OCc1ccccc1	33	87	86	0.0	138	92	92	81
CCCC(=O)Nc1cc(-c2nn(C)c(=O)c3ccccc23)ccc1N1CCOCC1	5	104	106	0.0	103	88	103	94

Whole records, quoted from the list. Order of values: AHR activator	AGP1-GFP MLPCN	MEP2-GFP yeast	Efflux pump mplx	LAP4-GFP MLPCN	CR mimetic SO	RPL19A TOR yeast	CIT2-GFP yeast
NC(=S)N/N=C\c1ccccc1OCc1ccccc1 across the screens: 33	87	86	0.0	138	92	92	81
CCCC(=O)Nc1cc(-c2nn(C)c(=O)c3ccccc23)ccc1N1CCOCC1 across the screens: 5	104	106	0.0	103	88	103	94

Continuation.
SMILES	AHR activator	AGP1-GFP MLPCN	MEP2-GFP yeast	Efflux pump mplx	LAP4-GFP MLPCN	CR mimetic SO	RPL19A TOR yeast	CIT2-GFP yeast
O=C(Nc1ccc(S(=O)(=O)N2CCCCC2)cc1)c1ccco1	2	102	104	0.0	101	88	100	97
COc1ccc(CCNC(=O)c2cc([N+](=O)[O-])ccc2N2CCOCC2)cc1	1	106	95	0.0	102	89	97	107
COCc1nn2c(N)c(-c3ccccc3)cnc2c1-c1ccccc1	14	98	105	-0.1	100	92	101	98
CCNC(=O)NC(=O)C(C)Sc1ccc2c(c1)OCCO2 (configuration not stated)	-2	111	111	-0.1	107	90	104	103
O=c1c2cnn(-c3ccccc3)c2ncn1Cc1ccccn1	4	101	104	0.0	101	120	101	107
O=C(OCc1cccc(C(F)(F)F)c1)c1cc(S(=O)(=O)N2CCOCC2)ccc1F	-1	85	87	0.1	99	118	85	74
O=C(Cn1nc2sc3ccccc3n2c(=O)c1=O)c1ccc(Cl)cc1	1	95	94	0.1	103	103	96	89
O=C1c2ccccc2C(=O)N1C(CO)C(O)c1ccc([N+](=O)[O-])cc1 (configuration not stated)	-1	105	112	0.1	95	104	106	105
O=C1CN(C(=O)c2cc3ccccc3o2)c2ccccc2N1	20	105	112	0.3	108	92	105	103
C/C(=N\N=C1\NC(=O)C(CC(=O)NCc2ccccc2)S1)C(C)C (configuration not stated)	6	96	109	-0.1	110	110	99	92
CCCN(CCC)C(=O)c1ccc2c(c1)S(=O)(=O)c1ccccc1C2=O	1	95	103	0.1	94	95	103	99
C=C(C)C1CC=C(C)/C(=N/NC(=O)COc2ccccc2Cl)C1 (configuration not stated)	12	89	97	-0.3	89	99	100	92
CCOC(=O)/C=C1\SCC(=O)N1CC(=O)NC(c1ccccc1)c1ccccc1	-1	99	97	0.0	97	94	102	106
CC(=O)c1cccc(OCC(=O)N2CCCc3ccccc32)c1	1	100	111	0.0	101	88	101	99
Cc1ccc(C(=O)Nc2cccc(C(=O)NC3CCCCC3)c2)cc1	29	98	139	0.1	124	105	103	101
COc1cccc(CCc2nnc(CCC(=O)NCCc3cccc(C)n3)o2)c1	-1	99	105	0.1	101	98	98	100
COc1ccccc1CCc1nnc(CCC(=O)N(C)Cc2cccc3cnccc23)o1	17	112	122	-0.1	109	111	123	116
CCN(CC)c1nc(C(F)(F)F)nc2c1nnn2Cc1ccccc1	-1	104	108	0.1	98	99	105	102
O=C(/C=C/c1ccccc1)OCC(=O)c1ccc[nH]1	0	96	84	0.2	95	91	94	89
Cc1nn(-c2ccccc2)nc1C(=O)NN	6	114	104	-0.1	116	90	102	102

Of the compounds above, these contain an aryl thioether with sulfur outside any ring.
SMILES	AHR activator	AGP1-GFP MLPCN	MEP2-GFP yeast	Efflux pump mplx	LAP4-GFP MLPCN	CR mimetic SO	RPL19A TOR yeast	CIT2-GFP yeast
Cc1ccc(NC(=O)CSc2ncn[nH]2)c([N+](=O)[O-])c1	-1	103	105	-0.1	96	129	102	103
CCNC(=O)NC(=O)C(C)Sc1ccc2c(c1)OCCO2 (configuration not stated)	-2	111	111	-0.1	107	90	104	103

New compounds follow.
SMILES	AHR activator	AGP1-GFP MLPCN	MEP2-GFP yeast	Efflux pump mplx	LAP4-GFP MLPCN	CR mimetic SO	RPL19A TOR yeast	CIT2-GFP yeast
OCCN1CCN(CC(O)COc2ccc(Cl)cc2)CC1 (configuration not stated)	1	nt	107	-0.1	104	106	101	105
CC(C)(C)c1nc2ccccc2c2nnc(SCC(=O)NCc3ccco3)n12	-2	105	103	0.0	100	96	107	nt
N#CCCn1cc(/C=N/NC(N)=S)c(-c2ccccc2)n1	3	98	96	0.0	106	104	98	90
Cc1ccc(-c2nn(-c3ccccc3)cc2C(=O)N2CCN(C3CCS(=O)(=O)C3)CC2)cc1 (configuration not stated)	0	105	99	0.0	103	92	98	97
COc1cc2nc(Cl)nc(N3CCN(C)CC3)c2cc1OC	7	98	96	0.0	96	96	96	97
CCC(CC)C(=O)Nc1ccc(C(=O)c2ccccc2)cc1	-3	102	102	0.0	98	105	98	99
Cc1noc(C)c1C(=O)NC(C)C12CC3CC(CC(C3)C1)C2 (configuration not stated)	-3	96	91	0.0	90	109	104	94
COc1cc(-c2cc3nc(C)c(C)c(=O)n3[nH]2)cc(OC)c1OC	19	104	96	-0.1	93	86	97	105
Cc1nc(N2CCN(C(=O)c3ccco3)CC2)nc2c1C(=O)CC(C)C2 (configuration not stated)	-1	100	105	-0.1	97	93	100	98
C[C@H]1COc2c(C3(N)CC3)c(F)cc3c(=O)c(C(=O)O)cn1c23	-3	102	103	-0.4	113	92	107	116
CC(=O)Nc1cccc(/C(C)=N/NC(=O)c2ccc(NS(=O)(=O)c3cccs3)cc2)c1	10	104	94	0.1	107	101	94	88
Cc1cc(C)n(S(=O)(=O)c2ccc(Cl)cc2)n1	0	102	106	-0.1	101	83	99	102
CC1(C)Cc2c(sc(NC(=O)C(=O)NCCCN3CCOCC3)c2C(N)=O)CO1	4	108	113	0.2	107	89	101	108
Cc1ccccc1NS(=O)(=O)c1ccc(OCC(=O)NCc2cccnc2)cc1	3	109	95	-0.5	94	101	104	100
O=C(N/N=C/c1ccccn1)c1cc([N+](=O)[O-])cc([N+](=O)[O-])c1	15	80	105	0.0	98	120	109	81
CC(=O)C1=C(C)N(Cc2ccccc2)C(=O)N[C@H]1c1cccs1	6	85	90	0.1	107	102	100	96
O=C(CN1CCN(C(=O)C2CCCO2)CC1)Nc1c(Cl)cccc1Cl (configuration not stated)	2	101	117	0.0	90	83	111	nt
C=CCNC(=O)c1cccc(OC2CCN(CC(C)(C)C)CC2)c1	-2	99	96	-0.1	94	98	104	102
CCOC(=O)C1=C(COC(=O)c2cc(S(=O)(=O)N(C)C)ccc2C)NC(=O)NC1C (configuration not stated)	-1	100	102	0.3	106	110	101	99
CC1(C)CC2CC(C)(CN2c2ncnc3ccc(Br)cc23)C1 (configuration not stated)	33	99	106	0.1	102	89	105	97
COc1cc(OC)cc(C(=O)NCC(=O)OCC(=O)Nc2ncc(Cl)cc2Cl)c1	1	100	98	-0.1	99	107	99	98
C/C(=N/O)c1no[n+]([O-])c1/C(C)=N\O	-2	112	95	-0.1	108	92	98	98
O=C(Cn1ccc2cc(S(=O)(=O)N3CCCC3)ccc21)NCc1ccccc1	1	105	99	-0.1	102	99	104	110
O=C(NC(=Nc1ccccc1)N1CCOCC1)Nc1ccccc1	3	96	102	-0.1	104	104	97	98
CCOC(=O)c1cc2sccc2n1CC(=O)N1CCc2ccccc21	1	101	105	0.0	98	85	99	98
CC1(CCc2ccc3c(c2)OCO3)NC(=O)c2ccccc2N1 (configuration not stated)	14	nt	94	-0.2	99	106	96	99
CCn1c(S(=O)(=O)O)nc2ccccc21	4	110	110	0.3	109	102	104	106
CCC(C)(C)n1nnnc1CN1CCC(O)(c2cccc(C(F)(F)F)c2)CC1	5	87	93	0.3	95	123	96	108
CCOC(=O)N1CCN(c2c(NCCCOC(C)C)c(=O)c2=O)CC1	-1	106	112	-0.2	100	89	105	100
CCCCNC(=O)NS(=O)(=O)c1ccc(NC(=O)CCC(=O)c2cccs2)cc1	4	98	101	-0.4	92	103	99	97
COCCn1cnc2c1c(=O)n(CC(=O)NN)c(=O)n2Cc1ccccc1	0	104	104	-0.1	100	96	105	107
CCCc1nc2oc3ccccc3c(=O)c2c(=O)n1-c1ccccc1	100*	102	96	0.2	102	96	94	87
CCCCc1nnc(NC(=O)C(=O)OCC)s1	-2	93	97	0.0	95	97	102	104
O=S(=O)(Nc1ccc(F)cc1)c1cccc2nsnc12	-3	96	99	0.0	86	95	100	102
O=C(COc1ccccc1)Nc1ccc(S(=O)(=O)Nc2ccccn2)cc1	-2	103	108	0.1	88	87	105	112
CCOc1cc(C(=O)N/N=C/C2CC=CCC2)cc(OCC)c1OCC (configuration not stated)	17	98	100	-0.3	97	82	106	110
O=C1C2C3CCCC3=C3CCCC3C2C(=O)N1c1cccc(Cl)c1 (configuration not stated)	10	107	107	0.0	103	101	108	106
Cc1csc(NC(=O)C(F)(F)F)n1	3	104	103	0.1	97	125	100	104
CC(=O)N1CCCN(C(=O)c2ccc3nc(Cc4ccccc4F)oc3c2)CC1	-2	103	88	-0.1	95	95	91	96
COc1ccc(C(OCC(O)CN(C)C2CCCCC2)c2ccc(OC)cc2)cc1 (configuration not stated)	2	101	106	0.0	97	96	108	97
Oc1ccc(-c2n[nH]c(=S)n2-c2ccc3c(c2)OCCO3)cc1	2	101	105	0.0	89	89	105	105
CC(C)NC(=O)Cn1cc(C#N)c2cc(Br)ccc21	2	121	117	-0.1	108	123	115	118
C/C(CC(=O)Nc1ccc(Cl)cc1)=N\NC(=O)C(=O)N1CCCCC1	1	95	106	0.1	94	93	102	96
Cc1ccc2c(SCC(=O)NCc3ccco3)nc(-c3ccc(F)cc3)nc2c1	13	105	106	0.0	107	102	104	106
COc1ccc(N(CC(=O)Nc2ccccc2OC)S(=O)(=O)c2ccccc2)cc1Cl	14	101	121	-0.1	101	106	109	108
CCN1CCN(C(=O)C2CCN(C(=O)c3cc4sccc4n3CC)CC2)CC1	-1	102	95	-0.1	85	85	96	123
Nc1sccc1C(=O)c1ccccc1	2	92	102	0.1	96	91	95	95
COCCNC(=O)CN(C(=O)CCC(=O)Nc1cc(C)on1)c1cccc(C)c1C	6	104	102	0.1	105	117	103	93
Cc1ccc2nc(-c3cccnc3SCC(=O)N3c4ccccc4CC3C)[nH]c2c1 (configuration not stated)	29	105	98	-0.1	99	118	97	94
NS(=O)(=O)c1ccc(CCNC(=O)CCc2nc3sc4c(c3c(=O)[nH]2)CCCC4)cc1	12	110	94	-0.1	102	96	99	98
COc1ccc(/C=C/C(=O)Nc2ccc(C(N)=O)cc2)cc1OC	10	94	98	0.0	98	97	93	89

Compound activity from PubChem BioAssay.
